UbGFP stabilizer: proteasome inhibitors stabilizing ubiquitin-GFP reporter. Ubiquitin-GFP reporter cells, proteasome inhibition, GFP fluorescence; response scale: untreated = 0%, 10 µM MG-132 = 100%. Potency, µM (titrated, usually from 45.9 µM), inactives show at the top dose activation (GFP accumulation), most hits filed as activators. 67,000 tested, under 10 active; active = well fitted activation curve with a large enough effect, not every such curve was filed as active; inconclusive = small, poorly fitted or top-dose-only effect, or another doubt; inactive = no such curve, though single readings can be large or run the other way; also: potency is read from the fitted curve at half-maximal effect
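Proteasome block read as GFP accumulation: ubiquitin(G76V)-GFP U2OS cells exposed to compound (2.9 nM–46 uM) for 4 hr at 37 C. Normalization used untreated cells as 0% and 10 uM MG-132 as 100%; concentration-response curves fitted.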
CRE Fsk mod: modulators of forskolin-stimulated CRE signaling in CHO cells; CHO CRE-bla reporter (cAMP response element driving beta-lactamase), forskolin EC10, beta-lactamase ratio; Potency, µM (doses to about 38.2 µM), for the others: at the top dose activity change, negative = inhibition, most hits filed as activators; 71,000 compounds, 2.5% hits; AID 662; active = well fitted activation curve with a large enough effect in the signal ratio, with a control signal flat, not every such curve was filed as active; inconclusive = small, poorly fitted or top-dose-only effect, or effect the other way, or a change in a side signal; the % refers to the signal ratio; also: potency is read from the fitted curve at half-maximal effect; % of control where 0% means no effect
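Using CellSensor CRE-bla CHO cells in Opti-MEM with 0.5% dialyzed FBS, compounds were titrated with EC10 NKH 477 for 3 h at 37 °C. CCF4 ratio (460/530 nm) gave %Activity; AC50 derived.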
HADH2 inhib: blocks human hydroxyacyl-CoA dehydrogenase type II | Q99714 | recombinant HADH2, NADH fluorescence, beta-hydroxybutyryl-CoA | Potency, µM (titrated, usually from 57.1 µM), for the others: at the highest dose activity change, negative = inhibition, usual class: inhibitors | 73,000 compounds, 3.4% hits | AID 886; also: potency is read from the fitted curve at half-maximal effect; % is scaled to controls: 0 for no effect and ±100 for the full control effect; nearly all actives have a fitted effect of over 60% in size; many of its hits are not listed in these tables
Target sequence (Q99714 whole entry, looked up, one chain of several): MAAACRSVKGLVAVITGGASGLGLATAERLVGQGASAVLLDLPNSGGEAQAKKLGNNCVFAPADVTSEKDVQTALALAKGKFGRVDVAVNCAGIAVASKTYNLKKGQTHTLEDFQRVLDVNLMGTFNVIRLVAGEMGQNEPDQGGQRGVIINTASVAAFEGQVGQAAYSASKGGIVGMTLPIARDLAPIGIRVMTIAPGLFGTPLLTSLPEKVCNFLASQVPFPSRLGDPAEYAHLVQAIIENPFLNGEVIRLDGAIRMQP
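20 nM HADH2 + cpd, 15 min RT; add 1 mM NAD+/90 uM beta-hydroxybutyryl-CoA; kinetic fluorescence 360/450 nm, 4 min. Tris-HCl pH 9.0, 0.01% Tween-20.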
Hsp90 Hop PPI: changes Hsp90-Hop TPR2A binding signal, up or down; AlphaScreen TPR2A-His6 binding biotin-Hsp90 C-terminal peptide; Potency, µM (top dose mostly 57 µM), for the others: at the highest dose activity change, negative = inhibition; 71,000 compounds, 0.44% hits; AID 595; active = well fitted curve in either direction with a large enough effect; inconclusive = small, poorly fitted or top-dose-only effect, or another doubt; also: potency is read from the fitted curve at half-maximal effect; % is scaled to controls: 0 for no effect and ±100 for the full control effect; many of its hits are not listed in these tables
DNA Pol III inh: DNA polymerase III holoenzyme inhibition | Potency, µM (highest dose often 57.1 µM), for the others: at the top dose activity change, negative = inhibition | reconstituted DNA polymerase III holoenzyme replication, biochemical | 71,000 compounds, 0.25% hits; also: potency is read from the fitted curve at half-maximal effect; % is scaled to controls: 0 for no effect and ±100 for the full control effect
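Reconstituted *E. coli* holoenzyme (0.35 nM Pol III, 1 nM beta, 154 nM SSB, 2 nM primase) was preincubated with compound for 15 min at RT. Synthesis on 1.4 nM ssM13Gori ran 35 min, then was stopped with PicoGreen/EDTA and read as dsDNA fluorescence.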
HBB splice mod: modulators of hemoglobin beta chain splicing | HBB splicing reporter cell assay, activation; EGFP reporter with mutant IVS2-654 intron; response scale: normalised to 500 nM splice-correcting PNA | Potency, µM (top dose mostly 46.1 µM), without a hit: top-dose activation, most hits filed as activators | 65,000 compounds, 0.06% hits | AID 925; also: potency is read from the fitted curve at half-maximal effect; 0% is about no effect
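Compounds were applied for 2 days to HeLa EGFP-654 cells, 500/well in Optimem with 2% FCS. The reporter's EGFP is disrupted by mis-splicing of beta-globin intron IVS2-654. Readout: summed well GFP fluorescence from 488 nm laser scanning; reference was 500 nM antisense […] 654 PNA.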
ALOX15 inhib: blocks human 15-lipoxygenase activity; P16050; purified 15hLO-1, xylenol orange hydroperoxide absorbance; Potency, µM (top dose mostly 57.1 µM), for the others: top-dose activity change, negative = inhibition, usual class: inhibitors; 74,000 compounds, 1.4% hits; AID 887; also: potency is read from the fitted curve at half-maximal effect; % is scaled to controls: 0 for no effect and ±100 for the full control effect; nearly all actives have a fitted effect of over 55% in size
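Readout: Fe(III)-xylenol orange absorbance, 573-to-405 nm ratio as reaction progress. Enzyme 40 nM purified human 15hLO-1, substrate 50 uM arachidonic acid, 6 min RT after 15 min compound preincubation; Hepes pH 7.5 buffer with Triton X-100.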
ERK AVP block: blocks ERK signaling stimulated by vasopressin | HEK293-V1b, vasopressin-stimulated pERK AlphaScreen | Potency, µM (highest dose often 57.5 µM), without a hit: at the highest dose activity, negative = inhibition, hits mostly inhibitors | 72,000 compounds, 0.99% hits; also: potency is read from the fitted curve at half-maximal effect; % is scaled to controls: 0 for no effect and ±100 for the full control effect; nearly all actives have a fitted effect of over 55% in size
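Overnight-seeded V1b-HEK293 cells in 1% FBS got compound, then vasopressin (25 nM final, 5 min, 37C), then lysis buffer. AlphaScreen detection of phospho-ERK; activity normalized to basal and full-stimulation controls.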
GFP derepression: derepresses silenced GFP locus in mouse C127i cells. mouse C127i GFP locus derepression, cytometry, 30 h. Potency, µM (doses to about 46.1 µM), for the others: at the highest dose GFP derepression (activation). 68,000 compounds, 0.09% hits. AID 597; also: % of control where 0% means no effect
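Read-out is the number of GFP-positive cells, scored as fluorescent objects 20 to 120 um wide, reflecting derepression of a silenced CMV-GFP reporter in murine C127i cells after 30 h compound exposure at 37 C.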
Tau filament bind: binders of human tau filaments; P10636; 71,000 compounds, 2% hits; AID 596; recombinant tau filaments, thioflavin S fluorescence, 15 h; filaments grown with octadecylsulfate alongside compound; Potency, µM (top dose mostly 57.1 µM), for the others: top-dose activity change, negative = inhibition;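 also: potency is read from the fitted curve at half-maximal effect; % is scaled to controls: 0 for no effect and ±100 for the full control effect; actives lower thioflavin S fluorescence by blocking filaments or displacing dye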
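His-tagged recombinant human tau (exons 2, 3 and 10 included), 1 uM, was induced to fibrillize by 30 uM sodium octadecylsulfate with compound present. After 15 h at 37 C, thioflavine S fluorescence (ex 450, em 510 nm) was read.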
FLuc inh: blocks Photinus pyralis firefly luciferase activity; P08659; purified firefly luciferase, luminescence, 8 min; Potency, µM (doses to about 57.1 µM), for inactives: at the top dose activity change, negative = inhibition, hits mostly inhibitors; 72,000 compounds, 2.2% hits; also: potency is read from the fitted curve at half-maximal effect; % is scaled to controls: 0 for no effect and ±100 for the full control effect; nearly all actives have a fitted effect of over 40% in size
Target sequence (P08659 whole entry, looked up): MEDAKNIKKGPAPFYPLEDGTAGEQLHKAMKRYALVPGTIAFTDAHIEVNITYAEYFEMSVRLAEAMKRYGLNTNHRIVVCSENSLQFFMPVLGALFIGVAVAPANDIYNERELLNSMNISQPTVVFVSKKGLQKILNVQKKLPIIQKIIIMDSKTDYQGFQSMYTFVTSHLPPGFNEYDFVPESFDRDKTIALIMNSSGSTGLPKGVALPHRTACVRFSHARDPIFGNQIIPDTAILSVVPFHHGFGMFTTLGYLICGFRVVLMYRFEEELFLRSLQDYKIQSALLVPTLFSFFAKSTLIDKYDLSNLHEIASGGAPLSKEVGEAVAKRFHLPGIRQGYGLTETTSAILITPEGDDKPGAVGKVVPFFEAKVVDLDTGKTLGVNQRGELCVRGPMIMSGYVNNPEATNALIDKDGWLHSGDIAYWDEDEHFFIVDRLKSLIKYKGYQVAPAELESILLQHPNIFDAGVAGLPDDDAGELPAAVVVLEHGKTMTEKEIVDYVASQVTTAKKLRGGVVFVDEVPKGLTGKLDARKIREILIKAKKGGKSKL
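Inhibition of light generation by firefly luciferase from ATP and luciferin was profiled with concentration-response curves per sample, ATP held at 10 uM within the enzyme's linear range. Plates were read by luminescence after an 8-minute ambient incubation.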
The depositor's hits bear a star; ? = inconclusive; / = no result given; [ ] = another dose, or the depositor's remark. Unless noted, calls follow the shape of the dose curve; as a rule, active = well fitted curve in the direction sought with a large enough effect; inconclusive = small, poorly fitted or top-dose-only effect, or another doubt; inactive = no such curve, though single readings can be large; an effect the other way counts as inactive or inconclusive. A portion of the library; the hit share may differ from the screen's.

SMILES,UbGFP stabilizer,CRE Fsk mod,HBB splice mod,ALOX15 inhib,DNA Pol III inh,Tau filament bind,ERK AVP block,Hsp90 Hop PPI,GFP derepression,FLuc inh,HADH2 inhib
COc1ccc(CNc2ncnc3ccc(-c4ccc(C(=O)N(C)C)cc4)cc23)c(OC)c1,-8%,?,-1.0%,13%,11%,28%,?,-14%,-3%[9.22 µM],1%[2.29 µM],1%
O=C(C1CCCO1)N1CCC(c2nc3ccccc3[nH]2)CC1 (centres undefined),4%,-4%,/,5%,-5%,-7%,14%,0%,0%,3%,-1%
Cc1cc2n(n1)C(c1sccc1C)Nc1c(C)cccc1-2 (centres undefined),0%,7%,-0.3%[57.5 µM],-3%,-8%,16%,11%,22%,3%,1%,-2%
COc1cc(OC)c(C(=O)Nc2ncn[nH]2)cc1OC,-3%,?,0.2%,24%,-8%,-5%,-20%,-21%,0%,3%,-4%
COc1cccc(-n2nnc3c(=O)n(CC(=O)N4CCCCC4)cnc32)c1,-8%,?,-2.0%,10%,-5%,5%,1%,-4%,-2%,-3%,4%
COc1ccc(N2CC(C(=O)Nc3ccc(N4CCOCC4)cc3)CC2=O)cc1 (centres undefined),-2%,4%,3.5%,4%,-7%,-2%,0%,0%,-2%,2%,-8%
O=C(c1ccc2c(=O)n(CC3CCCO3)c(=S)[nH]c2c1)N1CCN(c2ccccc2)CC1 (centres undefined),13%,?,-0.8%,-4%,2%,-16%,?,-6%,1%,2%,1%
COc1ccc(C(=O)NC(C)c2nnc(SCC(=O)Nc3nc4ccccc4s3)n2C)cc1 (centres undefined),-7%,-17%,-1.2%,-1%,-3%,16%,-6%,-5%,0%,-3%,0%
CCOC(=O)CNC(=O)CSc1nnc(Cn2cnc3ccccc32)n1C,-4%,4%,0.0%[57.5 µM],8%,-6%,1%,-10%,-4%,-2%,0%,-5%
CC(C)C(c1nnnn1Cc1ccc(F)cc1)N1CCSCC1 (centres undefined),2%,2%,/,4%,-1%,?,7%,-2%,3%,-1%,-3%
Cc1cccc(NC(=O)CCN2CCN(C/C=C/c3ccccc3)CC2)c1,-3%,0%,-3.5%[57.5 µM],3%,9%,-30%,6%,-1%,3%,0%,22%
CCOC(=O)CSc1nnc(-c2ccc(Cl)cc2Cl)o1,5%,-4%,/,-5%,-5%,8%,-4%,8%,0%,13µM*,-26%
CCCC(C)(C)NC(=O)CCCCC(=O)NC(C)(C)CCC,-2%,4%,0.3%[57.5 µM],13%,5%,5%,-3%,-3%,2%,3%,3%
O=CN1CCC(=O)N(Cc2ccccc2)c2ccccc21,5%,1%,-0.7%,-3%,1%,-5%,-10%,-4%,-7%,0%,4%
COC(=O)C1=C(C)n2cnnc2NC1c1ccc(Cl)cc1 (centres undefined),4%,-13%,0.0%,6%,-1%,1%,/,-5%,/,1%,11%
COc1ccccc1-c1ccc2ncnc(NCc3cnc(C)cn3)c2c1,-2%,?,0.2%,10%,-5%,-12%,20µM*,-2%,-3%[9.22 µM],-3%[2.29 µM],17%
O=C(Nc1ccc2c(c1)OCO2)N1CCN(c2ncccn2)CC1,7%,6%,1.9%,4%,-9%,-14%,-17%,1%,-3%,-15%,-4%
CC(=O)N1CCC[C@@]2(CCN(c3ncccn3)C2)C1,12%,-8%,3.6%,-1%,-6%,-7%,-4%,-3%,2%[9.22 µM],2%[11.4 µM],2%
C#CCOC(=O)CCCC(=O)Nc1ccccc1OC,-25%,1%,1.5%[9.22 µM],-8%,-7%,2%,19%,-1%,-2%,0%,12%
COc1ccccc1NC(=O)c1nnn(CC(=O)Nc2ccccc2)c1N,-2%,?,3.9%,-6%,-1%,53%,-9%,3%,6%,-7%,?
O=C1CCCC=C1[C@@H](O)CCOCc1ccccc1,/,/,-1.7%[9.22 µM],4%[11.4 µM],/,/,-15%[11.5 µM],/,/,0%[11.4 µM],-9%[11.4 µM]
N#Cc1cccc(NC(=O)N2CCCC3(CCN(C(=O)c4ccco4)CC3)C2)c1,9%,?,1.8%,?,-4%,9%,-15%,-3%,7%[9.22 µM],-2%[11.4 µM],-1%
CCCCc1cc(O)c(CCCC)c(O)c1,4%,25%,/,-28%,1%,-19%,?,0%,-3%,-5%,-5%
O=C(NCc1ccco1)c1c(O)c2cccc3c2n(c1=O)CCC3,1%,-7%,-0.3%,-4%,-1%,-10%,5%,-2%,0%,1%,5%
CC(=O)Nc1cccc(C(=O)N2CCN(Cc3ccccc3)CC2)c1,-1%,-10%,-0.4%[57.5 µM],17%,-4%,-9%,8%,2%,-1%,2%,1%
CC(C)CN1CC[C@@]2(CCCN(C(=O)c3ccco3)C2)C1,-11%,-1%,1.1%,8%,0%,9%,2%,7%,0%[9.22 µM],1%[11.4 µM],5%
CC(C)OC(=O)CCC(=O)Nc1nc2ccccc2s1,5%[9.17 µM],?,-1.3%[0.0738 µM],-12%[11.4 µM],4%[11.4 µM],-10%[11.4 µM],-24%,1%[11 µM],-2%,2%,8%[11.4 µM]
O=C1c2ccccc2C(=O)N1CC1=CCS(=O)(=O)C1,-5%,-24%,-0.7%,4%,0%,1%,-5%,-4%,0%,4%,21%
CCNC(=O)c1c(O)c2cccc3c2n(c1=O)CC3,-4%,13%,0.0%,-4%,-1%,-17%,-3%,1%,-2%,-29%,6%
Cc1cc(C)n(-c2cc(N3CCOCC3)nc(-c3ccccc3)n2)n1,-1%,2%,/,-1%,-6%,4%,12%,2%,0%,3%,-3%

FLuc inh, entries above that show a hit
SMILES | CRE Fsk mod | ALOX15 inhib | DNA Pol III inh | Tau filament bind | Hsp90 Hop PPI | GFP derepression | FLuc inh | HADH2 inhib
CCOC(=O)CSc1nnc(-c2ccc(Cl)cc2Cl)o1 | -4% | -5% | -5% | 8% | 8% | 0% | 13µM* | -26%

(cont.)
SMILES,UbGFP stabilizer,CRE Fsk mod,HBB splice mod,ALOX15 inhib,DNA Pol III inh,Tau filament bind,ERK AVP block,Hsp90 Hop PPI,GFP derepression,FLuc inh,HADH2 inhib
COc1cccc(S(=O)(=O)Nc2ccc3sc(C)nc3c2)c1,-8%,?,-1.5%,?,-2%,2%,?,5%,0%,1%,-1%
CC(C)(C)c1nc2ccccc2c2nnc(SCC(=O)NCc3ccco3)n12,-3%,-5%,-0.1%[57.5 µM],1%,1%,3%,3%,-4%,0%,0%,5%
CC[C@H](NC(C)C)[C@H](O)c1ccc(O)c(O)c1,12%[20.5 µM],-6%[17.1 µM],1.2%[20.6 µM],-5%[25.6 µM],-5%[25.6 µM],0%[25.6 µM],?,0%[26 µM],2%[20.6 µM],-5%[25.5 µM],?
CCN(CC)CCCNC(=O)c1cc(-c2ccc(O)cc2)on1,0%,-14%,0.4%,-1%,-5%,22%,-6%,-2%,-2%,-2%,-14%
CC(C)NC(=O)CCCc1ccccc1,-6%,1%,3.4%,-3%,-2%,-2%,-1%,0%,2%,-1%,5%
Cc1ccc(C)cc1,/,-9%,0.5%,5%,-1%,-3%,10%,-6%,/,/,1%
CCCC(=O)Nc1ncnc2c1ncn2[C@@H]1O[C@H]2COP(=O)(O)O[C@@H]2[C@@H]1OC(=O)CCC,4%[20.5 µM],?,-0.1%[20.6 µM],-1%[25.6 µM],-3%[25.6 µM],6%[25.6 µM],3%[25.7 µM],-5%[26 µM],2%[20.6 µM],-2%[25.5 µM],2%[25.6 µM]
CN1CCN(c2nc(-c3cccc(NS(C)(=O)=O)c3)nc3ccccc23)CC1,-3%,?,-0.6%,2%,-6%,10%,-19%,-1%,-1%[9.22 µM],0%[2.29 µM],11%
CCOC(=O)CNC(=O)CSc1nnc(SCC(=O)NCC(=O)OCC)s1,-5%[9.17 µM],?,-0.9%[0.0738 µM],9%[11.4 µM],-4%[11.4 µM],-4%[11.4 µM],-16%,-6%[11 µM],0%,2%,-9%[11.4 µM]
